Assay outcomes deposited in PubChem BioAssay by National Center for Advancing Translational Sciences (NCATS).
BLM helicase inh – Bloom syndrome helicase (human) inhibition; Potency, µM (highest dose often 56.1 µM), for the others: at the top dose activity change, negative = inhibition, hits mostly inhibitors; 0.2% of 350,000 active; AID 2528; recombinant BLM DNA unwinding, fluorescence dequenching; P54132;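 note: potency is the fitted concentration of half-maximal effect; plate controls were vehicle for no effect and no enzyme for full effect; nearly all actives have a fitted effect of over 35% in size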
Apoferritin bind – binds horse apoferritin like a general anesthetic. P02791. apoferritin/1-aminoanthracene competitive binding, fluorescence. Potency, µM (top dose mostly 77.5 µM), without a hit: top-dose activity change, negative = displacement, actives largely listed as inhibitors. 0.074% of 350,000 active. AID 485281; note: potency is the fitted concentration of half-maximal effect; % is set by controls: 0 for no effect and ±100 for the full control effect; nearly all actives have a fitted effect of over 20% in size
Target sequence (P02791 2-175 limits assumed): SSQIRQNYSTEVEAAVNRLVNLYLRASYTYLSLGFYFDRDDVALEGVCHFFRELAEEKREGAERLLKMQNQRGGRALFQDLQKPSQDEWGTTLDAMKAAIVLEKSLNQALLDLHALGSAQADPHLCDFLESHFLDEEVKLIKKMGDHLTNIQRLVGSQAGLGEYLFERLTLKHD
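Steps: apoferritin (10 uM) was premixed with half-saturated 1-AMA in PBS, compounds were pin-transferred, plates stood 10 min at room temperature, fluorescence was read at 380/535 nm, and curves were fitted with a Hill equation.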
Pol kappa inh – DNA polymerase kappa (human) inhibition | purified Pol kappa, fluorescent DNA synthesis assay, 10 min | Potency, µM (doses to about 107 µM), for the others: top-dose activity, negative = inhibition, usual class: inhibitors | 0.53% of 400,000 active | AID 588579; note: potency is the fitted concentration of half-maximal effect; % is set by controls: 0 for no effect and ±100 for the full control effect
Target sequence (Q9UBT6 whole entry, looked up): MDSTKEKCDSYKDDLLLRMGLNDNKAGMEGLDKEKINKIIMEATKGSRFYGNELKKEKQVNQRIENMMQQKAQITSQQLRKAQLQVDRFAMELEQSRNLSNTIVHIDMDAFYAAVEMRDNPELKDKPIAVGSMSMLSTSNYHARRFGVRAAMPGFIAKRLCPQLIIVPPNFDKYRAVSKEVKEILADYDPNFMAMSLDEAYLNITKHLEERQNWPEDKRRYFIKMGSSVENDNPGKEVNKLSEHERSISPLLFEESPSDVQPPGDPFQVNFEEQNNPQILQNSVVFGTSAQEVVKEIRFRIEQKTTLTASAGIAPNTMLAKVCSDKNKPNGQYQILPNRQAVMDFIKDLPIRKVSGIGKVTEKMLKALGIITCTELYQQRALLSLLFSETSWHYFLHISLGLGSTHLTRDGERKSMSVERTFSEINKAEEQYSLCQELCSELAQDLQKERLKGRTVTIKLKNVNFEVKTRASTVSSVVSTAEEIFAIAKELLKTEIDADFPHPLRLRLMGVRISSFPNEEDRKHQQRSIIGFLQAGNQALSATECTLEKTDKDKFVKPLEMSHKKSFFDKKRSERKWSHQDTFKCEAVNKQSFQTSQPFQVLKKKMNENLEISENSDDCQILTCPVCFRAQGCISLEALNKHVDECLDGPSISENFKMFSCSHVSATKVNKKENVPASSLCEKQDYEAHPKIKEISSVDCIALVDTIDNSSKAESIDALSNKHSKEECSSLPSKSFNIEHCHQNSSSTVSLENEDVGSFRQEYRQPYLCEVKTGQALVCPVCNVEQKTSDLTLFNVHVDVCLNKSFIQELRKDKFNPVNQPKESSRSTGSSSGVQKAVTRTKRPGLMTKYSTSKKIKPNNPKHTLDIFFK
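First, compounds were pin-transferred onto 10 nM Pol kappa. After 15 min at room temperature, substrate was added to 50 nM final. Fluorescence was then measured kinetically at 0 and 10 min.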
POLB inh – inhibitors of human DNA polymerase beta; P06746; Pol beta primer extension/strand displacement, fluorescence kinetic; Potency, µM (doses to about 114 µM), for inactives: top-dose activity change, negative = inhibition, usual class: inhibitors; 1.3% of 340,000 active; note: potency is the fitted concentration of half-maximal effect; % is set by controls: 0 for no effect and ±100 for the full control effect
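Pol beta (10 nM) and compounds were preincubated 15 min at room temperature, then 50 nM substrate (final) started primer extension/strand displacement. Reads were taken at 0 and 10 min; concentration-response data were fitted to a four-parameter Hill equation.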
GRP78 ERSR act – ER stress response induction in glioma | U87-MG GRP78 promoter luciferase reporter, 16 h | Potency, µM, inactives show at the top dose activation, actives largely listed as activators | 0.02% of 420,000 active | AID 602332; note: potency is the fitted concentration of half-maximal effect; series mostly up to about 76 µM; % of control where 0% means no effect; nearly all actives have a fitted effect of over 35% in size
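Stably transfected U87-MG glioma cells carrying a GRP78-based luciferase sensor; 16 h compound incubation. Luminescence end-point read 10 min after Bright-Glo addition at room temperature.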
LDHA inh – blocks human lactate dehydrogenase A; P00338; purified LDHA, NADH/diaphorase-resazurin fluorescence; stronger effect = lower value; activity change, % (values are at about 110 or 230 µM); 0.15% of 480,000 active; in the data active = activity change below about -30%; inconclusive = mostly about -25% to -30%;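 note: plate controls were DMSO wells for no effect and wells without enzyme for full effect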
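LDH5 2 nM; NADH 0.06 mM, pyruvate 0.2 mM; 200 mM Tris pH 7.4, EDTA, Tween-20; 5 min RT. Detection: diaphorase 0.133 mg/mL + resazurin 37 µM, fluorescence ex540/em590 at 0 and 20 min; normalized to enzyme-free and DMSO wells.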
POLI inh – DNA polymerase iota (human) inhibition; Q9UNA4; Pol iota fluorescent replication assay, 10 min; Potency, µM (series often up to 115 µM), for the others: at the top dose activity, negative = inhibition, actives largely listed as inhibitors; 1% of 390,000 active; AID 588590; note: potency is the fitted concentration of half-maximal effect
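Fluorescent replication assay read twice, at 0 min and 10 min after adding 50 nM (final) substrate. Enzyme (10 nM) and compounds were first incubated 15 min at room temperature; enzyme-free buffer wells were negative controls.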
Pol eta inh – inhibitors of human DNA polymerase eta; recombinant Pol eta, fluorescent DNA replication assay; Potency, µM (series often up to 114 µM), for inactives: at the highest dose activity change, negative = inhibition, most hits filed as inhibitors; 1.2% of 390,000 active; AID 588591; note: potency is the fitted concentration of half-maximal effect; % is set by controls: 0 for no effect and ±100 for the full control effect
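Pol eta (10 nM) was preincubated with compounds for 15 min at room temperature, after which fluorescent replication substrate (50 nM final) was added to start the reaction. Fluorescence was read kinetically at 0 and 10 min.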
APE1 inh – blocks human APE1 abasic DNA cleavage. P27695. recombinant APE1, TAMRA/BHQ-2 abasic DNA cleavage fluorescence. Potency, µM (doses to about 65.8 µM), for inactives: top-dose activity change, negative = inhibition, hits mostly inhibitors. 0.35% of 350,000 active. AID 2517;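 note: potency is the fitted concentration of half-maximal effect; plate controls were vehicle for no effect and reference inhibitor for full effect; nearly all actives have a fitted effect of over 55% in size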
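Quantitative HTS: incision of a TAMRA/BHQ-2 double-stranded substrate bearing a tetrahydrofuran abasic site by 0.75 nM APE1 raises fluorescence. Substrate 50 nM final, added after 15 min compound preincubation at room temperature; progress as third-minus-first kinetic read difference.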
Numbers without * were called inactive; ? = inconclusive; nt = no result given; & = joins results of further samples; [ ] = another dose, or the depositor's remark. Unless noted, calls come from the whole dose curve; as a rule, active = well fitted curve in the direction sought with a large enough effect; inconclusive = small, poorly fitted or top-dose-only effect, or another doubt; inactive = no such curve, though single readings can be large; an effect the other way counts as inactive or inconclusive. An excerpt; rates above refer to the full screens.

#1 CCc1ccccc1Nc1ncnc2c1cnn2-c1ccc(C)cc1C
#2 CC1CN(Cc2cnc(Cl)s2)CC(C)O1 (stereo unspecified)
#3 Cc1ccc(NC2CCCN(C(=O)c3cnsn3)C2)cc1C (stereo unspecified)
#4 C=CCOc1ccccc1CN(C(=O)CCl)c1ccc2c(c1)OCO2
#5 CCCOc1ccc(C2C3=C(CCCC3=O)N(CC(=O)O)C3=C2C(=O)CCC3)cc1OCC
#6 Cc1ccc(C)c(CN2C(=O)c3ccccc3S(=O)c3ccc(C(=O)N4CCN(c5cccc(Cl)c5)CC4)cc32)c1 (stereo unspecified)
#7 COc1cc(=O)[nH]c(=O)n1CC(=O)c1ccccc1
#8 COc1cccc(C(=O)Nc2cc(C(=O)NCCc3ccccc3)ccc2Cl)c1
Compound	1	2	3	4	5	6	7	8
GRP78 ERSR act	1%	-4%	-1%	-16%	-5%	-4%	-5%	5%
Pol kappa inh	-6%[60.1 µM]	-4%	5%	5%	-13%	-3%	-6%	-4%[60.1 µM]
APE1 inh	nt	6%	-4%	23%	20%	nt	0%	7%
Apoferritin bind	-9%	-2%	?	-5%	-8%	-5%	-9%	-19%
POLI inh	23%	-9%	9%	?	25%	16%	-5%	5%
POLB inh	8%	7%	23%	4%	-2%	25%	12%	-1%
Pol eta inh	-7%	-4%	-19%	-17%	-12%	-14%	-13%	-7%
BLM helicase inh	-3%	-4%	-4%	-5%	-3%	-6%	4%	0%
LDHA inh	1	-2	5	2	0	2	-1	-8

#9 CC[C@H](C)[C@H](NC(=O)[C@H](CC(C)C)NC(=O)[C@@H](N)CO)C(=O)NCC(=O)N[C@@H](CCCCN)C(=O)N[C@H](C(=O)O)C(C)C
#10 COc1ccc(N(CC(=O)NC2CCCC2)C(=O)Cn2nnc(-c3ccc(OC)c(OC)c3)n2)cc1
#11 C=C(C)Cn1c(CCNC(=O)C(C)C)nc2ccccc21
#12 Cc1ccc(N2C(=O)C3C4C=CC(CNC(=S)Nc5cccc(Cl)c5)(O4)C3C2=O)cc1 (stereo unspecified)
#13 COc1ccc(NC(=O)COC(=O)c2c(-c3ccccc3)noc2C)cc1
#14 CCCc1nnc(-c2cc(OC)c(OC)c(OC)c2)o1
#15 C[C@@H]1CN([C@H](C)CO)C(=O)c2cc(NC(=O)Nc3ccc(C(F)(F)F)cc3)ccc2O[C@H]1CN(C)S(=O)(=O)c1ccc(Cl)cc1
#16 Cc1ccnc(N/N=C/c2ccco2)n1
Compound	9	10	11	12	13	14	15	16
GRP78 ERSR act	-1%	1%	-5%	-4%	0%	-2%	0%	2%
Pol kappa inh	14%[60.1 µM]	1%	8%	-14%	-8%	-4%	-8%	-5%
APE1 inh	-4%	5%	3%	-3%	-4%	-1%	-21%	4%
Apoferritin bind	4%	-10%	3%	4%	-15%	3%	nt	-4%
POLI inh	nt	80%[activator]	11%	-7%	4%	7%	-2%	?
POLB inh	nt	-22%	-13%	-9%	6%	26%	nt	0%
Pol eta inh	nt	-7%	-13%	-6%	-1%	-5%	-17%	6%
BLM helicase inh	5%	-3%	0%	-5%	-1%	-1%	nt	-1%
LDHA inh	nt	-2	-1	-4	2	-1	-4	-2

2 records picked at random from those above, as already listed:
#13 COc1ccc(NC(=O)COC(=O)c2c(-c3ccccc3)noc2C)cc1
#8 COc1cccc(C(=O)Nc2cc(C(=O)NCCc3ccccc3)ccc2Cl)c1
Compound	13	8
GRP78 ERSR act	0%	5%
Pol kappa inh	-8%	-4%[60.1 µM]
APE1 inh	-4%	7%
Apoferritin bind	-15%	-19%
POLI inh	4%	5%
POLB inh	6%	-1%
Pol eta inh	-1%	-7%
BLM helicase inh	-1%	0%
LDHA inh	2	-8

(more compounds)
#17 COCCn1c(SCc2nc(N)nc(Nc3ccccc3C)n2)nc2ccccc2c1=O
#18 COc1ccc(NC(=O)Cn2cc(S(=O)(=O)N3CCN(c4ccccc4F)CC3)c3ccccc3c2=O)cc1Cl
#19 COc1cccc(C(=O)Nc2nc(-c3ccc4c(c3)OCO4)cs2)c1
#20 C=CCOc1ccccc1NC(=O)CN1C(=O)CNC1=O
#21 CCOP(=O)(c1ccc(N(C)C)cc1)C(O)c1ccccc1 (stereo unspecified)
#22 CCC(C)Sc1nnc(CSc2nc3nc(C)cc(C)n3n2)o1 (stereo unspecified)
#23 CCN(CC)c1ccc(/C=N/NC(=O)Nc2ccccc2)cc1
#24 CCOc1ccccc1CNC(CC)CO (stereo unspecified)
Compound	17	18	19	20	21	22	23	24
GRP78 ERSR act	-2%	-3%	-2%	-5%	-1%	-4%	?	-3%
Pol kappa inh	-12%	6%	-18%	-3%	-5%	-4%	12%	-7%
APE1 inh	?	nt	-5%	14%[12.4 µM]	20%	-2%	-5%	8%
Apoferritin bind	-20%	2%	6%	-1%	-6%	-19%	255%[activator]	-5%
POLI inh	6%	21%	4%	16%	2%	18%	-17%	-23%
POLB inh	-1%	1%	-14%	?	38%	13%	?	20%
Pol eta inh	-7%	-23%	-11%	-7%	-10%	-1%	-15%	5%
BLM helicase inh	1%	-7%	-7%	-1%	1%	1%	-12%	-1%
LDHA inh	-14	-4	-5	-2	1	-2	1	-3

#25 O=C(NCCC1=CCCCC1)C1CCN(S(=O)(=O)c2ccc(-n3cnnn3)cc2)CC1
#26 C=CCn1nnnc1SCC(=O)Nc1ccc(C(=O)OC)cc1
#27 Cc1ccc(C)c(NS(=O)(=O)c2cc(C(=O)Nc3ccccc3-c3ccccc3)ccc2Cl)c1
#28 Cc1cnc(C(=O)Nc2ccc(-n3cnnn3)cc2)cn1
#29 CCCC(=O)NCc1ccncc1
#30 CCC(=O)N1CCc2cc(Br)c(S(=O)(=O)CCC(=O)NCCc3ccccc3)cc21
#31 CN(CCNC(=O)C1CCN(S(=O)(=O)c2cnc[nH]2)CC1)Cc1ccccc1
#32 Cc1cccc(NC(=O)c2cccc(C(=O)Nc3cccc(C)c3)c2)c1
Compound	25	26	27	28	29	30	31	32
GRP78 ERSR act	-6%	-5%	-2%	1%	nt	-3%	-3%	-7%
Pol kappa inh	-8%	-1%	-17%	-1%	nt	-6%	-2%	0%
APE1 inh	-3%	13%	-9%	-3%	-6%	nt	11%	12%
Apoferritin bind	-5%	-11%	-18%	-8%	0%	nt	-2%	-2%
POLI inh	5%	3%	-11%	13%	nt	9%	16%	?
POLB inh	3%	4%	-1%	-11%	5%	nt	31%	27%
Pol eta inh	12%	-9%	-10%	2%	nt	-9%	1%	-5%
BLM helicase inh	2%	-1%	-15%	1%	0%	nt	-2%	-1%
LDHA inh	-6	-3	-1	-16	nt	-3&4	-7	-14

#33 Cc1ccc(Cl)cc1N1CCN(C(=O)CCS(=O)(=O)c2ccc3c(c2)oc(=O)n3C)CC1
#34 O=C(O)c1sccc1S(=O)(=O)N1CCN(c2ccc(C(F)(F)F)cn2)CC1
#35 COc1ccc(C(=O)C[n+]2cccc(C)c2C)cc1[N+](=O)[O-]
#36 COC(=O)c1ccc(N2CCCCC2)c(NC(=O)c2ccco2)c1
#37 O=C1CC[C@@H]2CC(N3CCN(c4ccccc4)CC3)C[C@@H]3CCN1[C@H]23 (stereo partly specified)
#38 Cc1ccc(CC(=O)Nc2cccnc2)cc1
#39 COc1cccc(-c2nnc(SCC(=O)NC3CCCCC3)o2)c1
#40 Cc1cccc(CCNC(=O)CCc2c(C)nc3c4c(C)cc(C)nc4nn3c2C)c1
Compound	33	34	35	36	37	38	39	40
GRP78 ERSR act	-1%	-3%	-5%	-4%	-1%	-4%	-5%	nt
Pol kappa inh	-4%	-7%	1%	-6%	8%	6%	-5%	-13%
APE1 inh	nt	1%	23%	-8%	nt	17%	nt	nt
Apoferritin bind	-5%	0%	-13%	-7%	nt	-7%	-10%	0%
POLI inh	?	-5%	73%[activator]	45%[activator]	14%	9%	15%	21%
POLB inh	20%	-18%	1%	3%	nt	25%	4%	-29%
Pol eta inh	-11%	-1%	-20%	-6%	-5%	1%	-17%	nt
BLM helicase inh	-3%	-2%	3%	0%	nt	-3%	-1%	2%
LDHA inh	-8	-13	-5	-6	2	-1	-1	-16

#41 CC(C)(C)c1ccc(C(=O)Oc2ccccc2CCC(=O)O)cc1
#42 CC1=NNC(=O)C1CC(=O)N/N=C(\C)c1cccs1 (stereo unspecified)
#43 CCCCCN(C(=O)COC(=O)Cc1c(C)nc2ccccc2c1C)c1c(N)n(CCCC)c(=O)[nH]c1=O
#44 O=C(CN1C(=O)CCS(=O)(=O)c2ccccc21)NCc1ccc(F)cc1
#45 Cc1ccccc1CCNC(=O)c1ccc2c(c1)c(C)c(C)n2Cc1ccccc1
#46 Cc1ccc(S(=O)(=O)Nc2ccc(Br)cc2/C=N/n2cnnc2)cc1
#47 O=C(Cn1ncc2c([nH]c3ccccc32)c1=O)N1CCOCC1
#48 O=C(NCc1ccco1)c1ccc(-c2cccc(Cl)c2)o1
Compound	41	42	43	44	45	46	47	48
GRP78 ERSR act	2%	-3%	-3%	0%	-3%	-1%	-1%	7%
Pol kappa inh	-16%	-8%	-19%	-12%	-10%	-6%[60.1 µM]	2%	-3%
APE1 inh	1%	28%	3%	-3%	nt	-4%	-10%	3%
Apoferritin bind	2%	-5%	nt	15%	53%[activator]	50%[activator]	-7%	-8%
POLI inh	32%[activator]	52%[activator]	25%	-4%	7%	?	29%	18%
POLB inh	5%	-2%	nt	-4%	10%	-20%	10%	1%
Pol eta inh	8%	-19%	-11%	-5%	-5%	-15%	-19%	-14%
BLM helicase inh	-5%	0%	nt	5%	-9%	-1%	-1%	-3%
LDHA inh	-6	-9	-5	-2	-4	-10	-14	-3

By substructure, the compounds so far containing bromine (2)
#30 CCC(=O)N1CCc2cc(Br)c(S(=O)(=O)CCC(=O)NCCc3ccccc3)cc21
#46 Cc1ccc(S(=O)(=O)Nc2ccc(Br)cc2/C=N/n2cnnc2)cc1
Compound	30	46
GRP78 ERSR act	-3%	-1%
Pol kappa inh	-6%	-6%[60.1 µM]
APE1 inh	nt	-4%
Apoferritin bind	nt	50%[activator]
POLI inh	9%	?
POLB inh	nt	-20%
Pol eta inh	-9%	-15%
BLM helicase inh	nt	-1%
LDHA inh	-3&4	-10
